High-throughput results deposited in PubChem BioAssay by National Center for Advancing Translational Sciences (NCATS).
GAA glycogen: GAA glycogen-cleavage inhibition or activation | P10253 | recombinant GAA, glycogen substrate, Amplex Red glucose oxidase fluorescence | Potency, µM (doses to about 76.4 µM), inactives show top-dose activity change, negative = inhibition, hits mostly inhibitors | hit rate 0.38% among 300,000;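 note: 0% = full enzyme reaction and -100% = no-enzyme basal signal; the screen sought inhibitors and activators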
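Recombinant human enzyme (4 nM); glycogen substrate; 37 C, 40 min, pH 5.0. Readout: coupled glucose oxidase/Amplex Red fluorescence.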
IMPase Li inh: membrane-permeable IMPase blocker, potentiated with lithium | AID 1457 | CHO-M1 cells, IP1 TR-FRET (IP-One), carbachol + lithium | hit rate 0.35% among 210,000 | Potency, µM (titrated, usually from 59.4 µM), without a hit: at the highest dose activity, negative = IMPase inhibition, actives largely listed as inhibitors;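 note: IP1 builds up when IMPase is blocked and the TR-FRET signal falls; plate controls were basal vehicle for no effect and high inhibitor control for full effect; nearly all actives have a fitted effect of over 50% in size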
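Steps: plate 2000 CHO-M1 cells per well and culture 16–30 h; add compound and lithium; incubate 30 min, 37C; add d2-IP1 tracer and Eu cryptate anti-IP1 antibody in lysis buffer; read after 10 min at room temperature.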
HTT cytoprotect: cytoprotection in Huntington HTT-Q103 PC12 cell model; PC12 HTT-Q103 induced, cytoprotection, ATP luminescence, 40 h; Potency, µM (doses to about 56.4 µM), without a hit: cytoprotection (ATP increase), most hits filed as activators; hit rate 0.14% among 230,000;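 note: % of control where 0% means no effect; nearly all actives have a fitted effect of over 45% in size; toxic huntingtin expression switched on by the ecdysone agonist tebufenozide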
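Compounds added alongside 100 nM tebufenozide, which induces toxic Q103 huntingtin exon 1-GFP in stable PC12 cells; surviving cells quantified by luminescent ATP measurement. Medium: phenol red-free DMEM, 5% equine and 5% calf serum.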
aGlu spleen mod: inhibitors or activators of human alpha-glucosidase in spleen homogenate | P10253 | human spleen homogenate, 4-MU-alpha-glucoside fluorescence | Potency, µM (highest dose often 79.9 µM), without a hit: at the highest dose activity change, negative = inhibition, hits mostly inhibitors | hit rate 0.006% among 240,000;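 note: 0% = enzyme with vehicle and -100% = no enzyme basal signal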
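Human spleen homogenate (1 ug) with 4-methylumbelliferyl-alpha-D-glucopyranoside (1 mM final) in 50 mM citrate/phosphate pH 5.0, 0.01% Tween-20; 40 min at 37 C. Stopped at pH 10; 4-MU fluorescence Ex 365/Em 440 nm; AC50 by Hill fit.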
GoLoco inh red: inhibitors of human Gai1-RGS12 GoLoco interaction (red fluorophore). P63096. Gai1:RGS12 GoLoco peptide FP, rhodamine, 10 min. Potency, µM (top dose mostly 61.6 µM), inactives show at the top dose activity, negative = inhibition, hits mostly inhibitors. hit rate 0.44% among 230,000. AID 880; active = well fitted inhibition curve with a large enough effect, not every such curve was filed as active; inactive = no such curve, though single readings can be large or run the other way; note: % is set by controls: 0 for no effect and ±100 for the full control effect; nearly all actives have a fitted effect of over 30% in size; many of its hits are not listed in these tables
Target sequence (P63096 whole entry, looked up): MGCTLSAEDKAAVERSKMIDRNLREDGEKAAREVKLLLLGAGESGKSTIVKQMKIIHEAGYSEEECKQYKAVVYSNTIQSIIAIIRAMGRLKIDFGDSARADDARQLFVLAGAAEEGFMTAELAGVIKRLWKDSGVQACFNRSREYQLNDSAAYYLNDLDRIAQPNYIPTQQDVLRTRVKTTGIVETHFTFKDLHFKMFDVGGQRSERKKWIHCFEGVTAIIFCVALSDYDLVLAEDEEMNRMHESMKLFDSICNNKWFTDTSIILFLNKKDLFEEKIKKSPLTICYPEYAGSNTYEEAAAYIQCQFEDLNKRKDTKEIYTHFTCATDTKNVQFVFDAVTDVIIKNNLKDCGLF
HTT aggregate: reduces HttQ103-GFP aggregates in PC12 cells; PC12 HttQ103-GFP aggregates, Acumen cytometry, 40 h; Potency, µM (series often up to 46.1 µM), without a hit: top-dose activity change, negative = inhibition, most hits filed as inhibitors; hit rate 1.1% among 220,000; AID 1688; note: % is set by controls: 0 for no effect and ±100 for the full control effect; nearly all actives have a fitted effect of over 60% in size
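Huntingtin Q103 exon 1–GFP aggregates in induced PC12 cells (100 nM tebufenozide) were quantified by cytometry from lysates, with compounds dosed in titration.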
GAA inh: inhibitors of human lysosomal alpha-glucosidase; P10253; purified human GAA, 4-MU-alpha-glucoside fluorescence; Potency, µM (series often up to 76.9 µM), for the others: at the top dose activity change, negative = inhibition, most hits filed as inhibitors; hit rate 0.005% among 200,000;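 note: plate controls were uninhibited enzyme wells for no effect and no-enzyme background for full effect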
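Fluorogenic assay: 4 nM human alpha-glucosidase with 400 uM 4-methylumbelliferyl-alpha-D-pyranoside in 50 mM citrate/phosphate, 0.005% Tween-20, pH 5.0, 20 min at room temperature. Compounds tested up to 77 uM; AC50 from Hill fits.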
An asterisk follows results filed as active; [ ] = another dose, or the depositor's remark. Unless noted, calls come from the whole dose curve; as a rule, active = well fitted curve in the direction sought with a large enough effect; inconclusive = small, poorly fitted or top-dose-only effect, or another doubt; inactive = no such curve, though single readings can be large; an effect the other way counts as inactive or inconclusive. Potency is the fitted concentration of half-maximal effect. Not all compounds are listed; count on the stated rates, not on these rows.

CN(C)CC(CCCCC(CN(C)C)C(=O)c1ccccc1)C(=O)c1ccccc1 (stereo not drawn) was read as GAA glycogen 6%, HTT cytoprotect 5%[10 µM], aGlu spleen mod -4%, GoLoco inh red 6% and HTT aggregate 7%[9.22 µM].
Screening COc1cc(C(=O)NC2CC(C)(C)NC(C)(C)C2)cc(OC)c1OC returned GAA glycogen -7%, IMPase Li inh 3%, HTT cytoprotect 2%[10 µM], aGlu spleen mod -6%, GoLoco inh red 250%[activator], HTT aggregate -2%[9.22 µM] and GAA inh 0%.
CCCCCNC(=O)CC1Nc2c3ccccc3nc(=S)n2C1=O (stereo not drawn) was read as GAA glycogen inconclusive, IMPase Li inh -14%[38.3 µM], HTT cytoprotect 6%, aGlu spleen mod 5%, GoLoco inh red -15%, HTT aggregate -17%[9.22 µM] and GAA inh -7%.
For CC(=O)N1c2c(cc(Br)cc2S(=O)(=O)N2CCN(C(=O)c3ccco3)CC2)CC1C (stereo not drawn) the results were GAA glycogen -8%, IMPase Li inh 8%, HTT cytoprotect 22%[10 µM], aGlu spleen mod -10%, GoLoco inh red -2%, HTT aggregate 15% and GAA inh -9%.
For O=C(C1CCN(S(=O)(=O)c2ccc3c(c2)OCCO3)CC1)N1CCc2ccccc21 the results were GAA glycogen -12%, IMPase Li inh 9%[38.3 µM], HTT cytoprotect -23%, aGlu spleen mod -2%, GoLoco inh red -13%, HTT aggregate -31% and GAA inh -10%.
Screening O=C(NNC(=S)Nc1ccccc1)NNC(=S)Nc1ccccc1 returned GAA glycogen inconclusive, IMPase Li inh 4%, HTT cytoprotect inconclusive, aGlu spleen mod -3%, GoLoco inh red 18%, HTT aggregate 9%[9.22 µM] and GAA inh 12%.
For COc1ccc(C(=O)NCC(=O)Nc2ccccc2)cc1OC the results were GAA glycogen 4%, IMPase Li inh 3%, HTT cytoprotect -2%, aGlu spleen mod 4%, GoLoco inh red 11%, HTT aggregate -7% and GAA inh -15%.
`COc1ccc(C(=O)N2CCC[C@@]3(CCN(C(=O)Nc4ccccc4)C3)C2)cc1` gave IMPase Li inh 10%, HTT cytoprotect inconclusive, aGlu spleen mod 0% and GoLoco inh red 4%.
Screening CCn1c(N2CCN(C(=O)Nc3ccc(F)cc3)CC2)nc2ccccc21 returned GAA glycogen -5%, IMPase Li inh -3%[38.3 µM], HTT cytoprotect 12%, aGlu spleen mod -26%, GoLoco inh red -2%, HTT aggregate 11% and GAA inh 6%.
For CCCOc1ccc(Cn2cnc3ccccc32)cc1 the results were GAA glycogen -3%, IMPase Li inh 37%[activator][38.3 µM], HTT cytoprotect -9%, aGlu spleen mod -3%, GoLoco inh red 0%, HTT aggregate 25µM* and GAA inh -6%.
O=C(Nc1ccc2oc(-c3ccccc3)nc2c1)c1ccco1 was read as GAA glycogen 0%, IMPase Li inh -9%, HTT cytoprotect 14%[10 µM], aGlu spleen mod 3%, GoLoco inh red 5%, HTT aggregate -1% and GAA inh -7%.
COc1ccc(CSCC(=O)N/N=C/c2ccc(OCC(=O)N3CCCCC3)cc2)cc1 was read as GAA glycogen 1%, IMPase Li inh 19%[38.3 µM], HTT cytoprotect 2%, aGlu spleen mod -21%, GoLoco inh red 3.5µM*, HTT aggregate 1% and GAA inh -14%.
`O=C(N(c1ccccc1)c1ccccc1)N(c1ccccc1)c1ccccc1` gave GAA glycogen -4%, HTT cytoprotect -2%[10 µM], aGlu spleen mod -3%, GoLoco inh red 8%, HTT aggregate 11%[9.22 µM] and GAA inh -3%.
Screening CCn1c(SCc2nc3ccccc3c(=O)[nH]2)nnc1C(C)NC(=O)c1ccccc1F (stereo not drawn) returned GAA glycogen 5%, IMPase Li inh 0%, HTT cytoprotect -2%[10 µM], aGlu spleen mod 4%, GoLoco inh red 7%, HTT aggregate -4%[9.22 µM] and GAA inh 9%.
For COc1ccccc1N1CCN(C(=O)c2cc3n(n2)C(C(F)(F)F)CC(c2ccco2)N3)CC1 (stereo not drawn) the results were GAA glycogen -6%, IMPase Li inh 7%[38.3 µM], HTT cytoprotect -18%[10 µM], aGlu spleen mod -14%, GoLoco inh red 7%, HTT aggregate -28% and GAA inh -7%.
Cc1cc(C)cc(OCC(=O)NCc2cc(C)nc3ccccc23)c1 was read as GAA glycogen -21%, IMPase Li inh 26%, HTT cytoprotect 15%[10 µM], aGlu spleen mod -7%, GoLoco inh red 3%, HTT aggregate -2% and GAA inh 10%.
Screening COc1ccc(CNC(=O)C2(c3ccc(Cl)cc3)CC2)cc1 returned GAA glycogen 13%, IMPase Li inh 7%, HTT cytoprotect 9%[10 µM], aGlu spleen mod -11%, GoLoco inh red -3%, HTT aggregate 15% and GAA inh -4%.
Screening O=[N+]([O-])c1ccccc1Oc1ccc(Cl)c2cccnc12 returned GAA glycogen 2%, IMPase Li inh -2%, HTT cytoprotect -34%, GoLoco inh red 4%, HTT aggregate -7% and GAA inh inconclusive.
`O=C(CSc1nnc(-c2ccncc2)n1CC1CCCO1)Nc1ccccc1Cl` (stereo not drawn) gave GAA glycogen -2%, IMPase Li inh 0%, HTT cytoprotect 17%[10 µM], aGlu spleen mod -3%, GoLoco inh red 13%, HTT aggregate 14%[9.22 µM] and GAA inh inconclusive.
`C=CCOc1cccc(C(=O)N2CCCC(CCC(=O)NCc3ccccc3F)C2)c1` (stereo not drawn) gave GAA glycogen -11%, IMPase Li inh 12%, aGlu spleen mod -6%, GoLoco inh red 21% and GAA inh inconclusive.
Screening O=C(NC(=S)NC(=O)c1ccccc1F)c1ccccc1F returned GAA glycogen -14%, IMPase Li inh 13%, HTT cytoprotect 31%[10 µM], aGlu spleen mod 7%, GoLoco inh red 6%, HTT aggregate -7% and GAA inh -8%.
For O=[N+]([O-])c1ccc(-c2cn(-c3ccccc3F)c(=S)[nH]2)cc1 the results were GAA glycogen 10%, IMPase Li inh -10%, HTT cytoprotect 14%[10 µM], aGlu spleen mod 0%, GoLoco inh red 0%, HTT aggregate 15% and GAA inh 12%.
For COC(=O)/C(=C/c1cn(C(C)=O)c2ccccc12)[N+](=O)[O-] the results were GAA glycogen 3%, HTT cytoprotect 25%[10 µM], aGlu spleen mod 5%, GoLoco inh red -1% and HTT aggregate 5%[9.22 µM].
For COc1cccc(N2CC(C(=O)Nc3nnc(SCC(=O)Nc4cc(C)on4)s3)CC2=O)c1 (stereo not drawn) the results were GAA glycogen 2%, IMPase Li inh -12%, HTT cytoprotect 8%, aGlu spleen mod -3%, GoLoco inh red 24%, HTT aggregate -15% and GAA inh 0%.

In the list so far, these have two or more sulfur atoms:
Screening O=C(NNC(=S)Nc1ccccc1)NNC(=S)Nc1ccccc1 returned GAA glycogen inconclusive, IMPase Li inh 4%, HTT cytoprotect inconclusive, aGlu spleen mod -3%, GoLoco inh red 18%, HTT aggregate 9%[9.22 µM] and GAA inh 12%.
For COc1cccc(N2CC(C(=O)Nc3nnc(SCC(=O)Nc4cc(C)on4)s3)CC2=O)c1 (stereo not drawn) the results were GAA glycogen 2%, IMPase Li inh -12%, HTT cytoprotect 8%, aGlu spleen mod -3%, GoLoco inh red 24%, HTT aggregate -15% and GAA inh 0%.

Further results.
O=C(Nc1nnc(SCc2ccc(Cl)cc2Cl)s1)C1COc2ccccc2O1 (stereo not drawn) was read as GAA glycogen -7%, IMPase Li inh -10%[38.3 µM], HTT cytoprotect -24%, aGlu spleen mod -9%, GoLoco inh red -2%, HTT aggregate -27% and GAA inh 5%.
`CC1CC(NC(=O)N(C)C)N(C)C(=O)N1` (stereo not drawn) gave GAA glycogen 2%, IMPase Li inh -3%, aGlu spleen mod -1%, GoLoco inh red 5%, HTT aggregate 2% and GAA inh -2%.
Screening COc1ccc(-n2c(Cc3cc(=O)[nH]c(=O)[nH]3)nnc2SCc2ccccc2)cc1 returned GAA glycogen -4%, IMPase Li inh 9%[38.3 µM], HTT cytoprotect -2%, aGlu spleen mod 0%, GoLoco inh red 6%, HTT aggregate 4% and GAA inh -5%[15.4 µM].
O=C(CCCOc1ccccc1)N1CCN(c2ccc(F)cc2)CC1 was read as GAA glycogen -6%, IMPase Li inh 44%[activator][38.3 µM], HTT cytoprotect 2%, aGlu spleen mod 3%, GoLoco inh red 2%, HTT aggregate -18% and GAA inh 0%.
N#Cc1ccc(C(c2nnnn2Cc2ccccc2)N2CCCC2)cc1 (stereo not drawn) was read as GAA glycogen -4%, IMPase Li inh -13%[38.3 µM], HTT cytoprotect 24%, aGlu spleen mod -5%, GoLoco inh red 2%, HTT aggregate -8% and GAA inh 5%.
C/C(=N\NC(=O)CCCNc1ccc(C)cc1)c1ccccn1 was read as GAA glycogen 3%, IMPase Li inh -4%, aGlu spleen mod -14%, GoLoco inh red -2%, HTT aggregate -27% and GAA inh -2%.
For COc1cccc(OCC(=O)Nc2ccccc2-c2ccccc2)c1 the results were GAA glycogen -16%, IMPase Li inh 19%, HTT cytoprotect -6%[10 µM], aGlu spleen mod -6%, GoLoco inh red 6%, HTT aggregate -4%[9.22 µM] and GAA inh inconclusive.
`Nc1nc(CCl)nc(Nc2ccc3ccccc3c2)n1` gave GAA glycogen 0%, HTT cytoprotect -40%[10 µM], aGlu spleen mod 3%, GoLoco inh red 24% and HTT aggregate -13%[9.22 µM].
For O=C(NC(Cc1c[nH]c2ccccc12)C(=O)O)c1ccc(F)cc1 (stereo not drawn) the results were GAA glycogen -4%, IMPase Li inh -4%, HTT cytoprotect 3%, aGlu spleen mod -1%, GoLoco inh red -4%, HTT aggregate 4% and GAA inh -3%.
O=C1C2CCCN2C(=O)N1CCN1CCN(CCO)CC1 (stereo not drawn) was read as GAA glycogen -6%, IMPase Li inh -7%, aGlu spleen mod 1%, GoLoco inh red -7%, HTT aggregate -12% and GAA inh 6%.
Screening CN(C)NC1CC(=O)N(c2ccccc2)C1=O (stereo not drawn) returned GAA glycogen -7%, IMPase Li inh 16%, HTT cytoprotect inconclusive, aGlu spleen mod -8%, GoLoco inh red -1%, HTT aggregate 27%[9.22 µM] and GAA inh 8%.

Not a retest: entries from further up.
CN(C)CC(CCCCC(CN(C)C)C(=O)c1ccccc1)C(=O)c1ccccc1 (stereo not drawn) was read as GAA glycogen 6%, HTT cytoprotect 5%[10 µM], aGlu spleen mod -4%, GoLoco inh red 6% and HTT aggregate 7%[9.22 µM].
Screening COc1cc(C(=O)NC2CC(C)(C)NC(C)(C)C2)cc(OC)c1OC returned GAA glycogen -7%, IMPase Li inh 3%, HTT cytoprotect 2%[10 µM], aGlu spleen mod -6%, GoLoco inh red 250%[activator], HTT aggregate -2%[9.22 µM] and GAA inh 0%.
